Source: PubChem BioAssay
esBAF inh: inhibitors of esBAF chromatin remodeling in mouse ES cells; reporter increase, % at 12.5 µM; Bmi1-luciferase knock-in reporter, 24 h; 100% = twice the neutral-well signal; 350,000 compounds, 2% hits; in the data active means activation above about 40%; inconclusive means no clear call, values can overlap the other calls;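 further: 0% = median of the plate's neutral control wells and 100% = double that signal; a rise in the Bmi1 reporter signal indicates esBAF inhibition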
RAD54 inh: blocks human RAD54 Holliday junction branch migration | AID 602329 | inhibition, % at 10.4 µM | FAM/BHQ fluorescence | Q92698 | 360,000 compounds, 0.14% hits;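 active means mean normalized replicate activity at least 40 and at least half of replicates scoring 40 or more; inconclusive means only one of the two criteria met; inactive means mean below 40 and under half of replicates reaching 40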;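 further: 0% = median of neutral control wells and 100% = median of positive control wells; inhibitors cause a drop in the FAM fluorescence signal; in these data hits start at about 50%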
Target sequence (Q92698 whole entry, looked up): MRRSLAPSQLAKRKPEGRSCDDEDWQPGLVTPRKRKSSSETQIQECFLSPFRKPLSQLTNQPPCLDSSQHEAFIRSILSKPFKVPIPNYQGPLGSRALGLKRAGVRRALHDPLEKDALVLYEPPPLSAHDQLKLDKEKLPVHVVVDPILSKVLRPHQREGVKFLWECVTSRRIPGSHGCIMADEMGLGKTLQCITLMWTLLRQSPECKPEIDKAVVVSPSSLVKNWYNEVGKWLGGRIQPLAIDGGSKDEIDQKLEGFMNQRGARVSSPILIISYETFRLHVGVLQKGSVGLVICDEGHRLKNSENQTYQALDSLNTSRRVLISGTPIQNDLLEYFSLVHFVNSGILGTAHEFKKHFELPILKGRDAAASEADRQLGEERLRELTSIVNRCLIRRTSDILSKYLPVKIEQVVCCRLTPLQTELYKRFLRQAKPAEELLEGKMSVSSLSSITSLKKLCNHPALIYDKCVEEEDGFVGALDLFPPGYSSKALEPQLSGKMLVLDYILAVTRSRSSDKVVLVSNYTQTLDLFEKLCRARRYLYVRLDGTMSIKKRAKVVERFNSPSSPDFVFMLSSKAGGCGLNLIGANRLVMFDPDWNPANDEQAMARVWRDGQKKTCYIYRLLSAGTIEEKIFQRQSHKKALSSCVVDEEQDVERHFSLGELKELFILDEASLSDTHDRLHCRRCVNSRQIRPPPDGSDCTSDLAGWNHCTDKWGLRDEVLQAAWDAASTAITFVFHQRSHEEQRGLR
Active calls of the source: *; ? = inconclusive. The list is partial; rates above refer to the full screens.

mol | esBAF inh | RAD54 inh
CS(=O)(=O)N(CC(=O)NCc1cccnc1)Cc1ccc(Cl)cc1 | -3 | -2
Cc1ccccc1NC(=O)c1cc(S(=O)(=O)N2CCOCC2)ccc1F | 2 | 14
Cc1ccc(S(=O)(=O)NCCCC(=O)C=[N+]=[N-])cc1 | 1 | -4
Cc1cccc(NC(=O)CCN2C(=O)C3C4CCC(C4)C3C2=O)c1C (centres undefined) | -6 | 2
COc1cc(CNCCCN2CCOCC2)ccc1OCC(=O)Nc1cccc(C(F)(F)F)c1 | -1 | 10
OCCNCCCCCOc1ccc(F)cc1 | 2 | -5
CCCC(=O)c1c(NC)cc(C)oc1=O | 7 | -3
COCCCNCC(=O)c1c(N)n(Cc2ccccc2)c(=O)n(C)c1=O | -1 | -9

One compound at a time, as listed above. Order of screens: esBAF inh	RAD54 inh
`COCCCNCC(=O)c1c(N)n(Cc2ccccc2)c(=O)n(C)c1=O` is listed with -1	-9
`CCCC(=O)c1c(NC)cc(C)oc1=O` is listed with 7	-3
`OCCNCCCCCOc1ccc(F)cc1` is listed with 2	-5
`Cc1ccccc1NC(=O)c1cc(S(=O)(=O)N2CCOCC2)ccc1F` is listed with 2	14
`COc1cc(CNCCCN2CCOCC2)ccc1OCC(=O)Nc1cccc(C(F)(F)F)c1` is listed with -1	10

Next part:
mol | esBAF inh | RAD54 inh
CC1CC(C)CN(c2ncnc3c2cnn3Cc2ccc(Cl)cc2)C1 (centres undefined) | -9 | 4
COc1ccc2c(Cl)c(-c3nnc4n3CCCCC4)sc2c1 | 30 | 6
O=C(NCCN1CCN(C(=O)c2cc3ccccc3oc2=O)CC1)c1cc2ccccc2oc1=O | 9 | 5
CC(=O)NNc1nc2ccccc2s1 | -2 | -6
CCOc1ccc(C(=O)Cc2ccc3oc(C(=O)O)cc3c2)c(O)c1 | -8 | -7
CCc1cc(C)cc(OCCNC(=O)c2cncc(Br)c2)c1 | 28 | -8
CN1CCN(C(=O)c2sc(=S)n(-c3ccccc3)c2N)CC1 | -3 | 1
O=C1c2ccccc2C(=O)N1CCc1nc(-c2cccnc2)no1 | 2 | 4

Next section.
mol | esBAF inh | RAD54 inh
COc1ccc(Cl)cc1NC(=O)C(=O)NC1CCCCCC1 | 13 | 6
CCOc1ccc(CCNC(=O)C2CCN(C(=O)N(C)C)CC2)cc1OCC | -1 | -4
CC(=O)c1ccc(N(C)C)cc1 | 10 | 9
Cc1c(C(=O)c2ccc(Cl)cc2Cl)cnc2cc3c(cc12)OCO3 | 0 | 2
COC(=O)C1=C(C)N(CCc2ccc(OC)cc2)C(=O)C1 | 1 | 1
Cc1ccc(/S(C)=N/S(=O)(=O)c2ccc(C)cc2)cc1 (centres undefined) | 2 | -4
O=C(NCc1ccco1)Nc1ccc2snnc2c1 | 3 | -9
O=C(c1ccc2c(c1)OCCCO2)c1cccs1 | ? | 0

(continued)
mol | esBAF inh | RAD54 inh
CC(=O)c1c(C)[nH]c(C(=O)N2CCCCCC2)c1C | 3 | 0
COc1ccc(NC(=O)C2CC2)cc1NS(=O)(=O)c1ccc(F)cc1 | 1 | 0
COC(=O)Cn1c(=NC(=O)CSCC(=O)NC2CCCCC2)sc2cc(OC)ccc21 | 2 | 5
CCCN1C(=O)c2ccccc2NC1c1cc(OC)c(OC)c(OC)c1 (centres undefined) | -4 | 5
CCOC(=O)c1oc2ccccc2c1NC(=O)COC | -5 | 1
CC(C)c1[nH]nc2c1C(c1cccc(OC(=O)N3CCOCC3)c1)C(C#N)=C(N)O2 (centres undefined) | 11 | -1
Cc1cccc2cc(C(c3nnnn3C3CCCC3)N3CCOCC3)c(=O)[nH]c12 (centres undefined) | 2 | -15
C=CCSc1ncc(C#N)c(N)n1 | 2 | -6

(cont.)
mol | esBAF inh | RAD54 inh
CCNC(=O)c1sccc1-n1cccc1 | -10 | 9
Cc1cccc(-n2c(SCC(=O)Nc3nonc3C)nnc2-c2ccoc2C)c1 | -8 | -3
Cc1c(C)c2cc(Cl)c(OCc3nn[nH]n3)cc2oc1=O | 1 | 10
COc1cc(C2C(C(=O)c3ccc(C)o3)=C(O)C(=O)N2c2cc(C)on2)ccc1O (centres undefined) | 4 | 0
CCOC(=O)C(C(=O)OCC)[C@@H]1CS(=O)(=O)C[C@H]1C(C(=O)OCC)C(=O)OCC | 8 | -2
CCOC(=O)C1=C(O)/C(=C/N(C)C)N=C1C | 7 | -3
CCOc1ccccc1NC(=O)CSc1nnc(-c2cnccn2)n1CC | -2 | 5
CC(=O)c1cc2c(cc1NC(=O)CN1CCN(c3cccc(C(F)(F)F)c3)CC1)OCO2 | -2 | 3

The list goes on:
mol | esBAF inh | RAD54 inh
O=C(NCc1ccccc1)N(Cc1cc2cc3c(cc2[nH]c1=O)OCO3)CC1CCCO1 (centres undefined) | -1 | -1
CCn1c(C(c2ccccc2)c2ccccc2)n[nH]c1=S | -7 | 0
O=C(Cn1ccc2ccccc2c1=O)NCC1COc2ccccc2O1 (centres undefined) | 12 | -4
CCOC(=O)c1c(C)nc2ccccn12 | 6 | -13
Nc1nnc(SCC(=O)NC23CC4CC(CC(C4)C2)C3)s1 | 12 | -3
COc1ccc2[nH]c(=O)c(CN(C(=O)c3ccccn3)c3ccccc3)cc2c1 | 33 | -1
Nc1c(Br)cc2oc(-c3ccccc3)nc2c1Br | 58* | -7
COc1ccccc1CNC(=O)CSCc1cnn(-c2ccccc2)c1-n1cccc1 | 7 | 2

(further entries)
mol | esBAF inh | RAD54 inh
COc1ccc(NC(=O)C(=O)N2N=C(C(C)C)CC2(O)C(F)(F)F)cc1 (centres undefined) | 0 | 11
COc1ccccc1Cc1noc(COc2cccc(C)c2C)n1 | 8 | -2
O=C(NC1CCCCC1)c1cccc(S(=O)(=O)N2CCOCC2)c1 | 1 | -7
COC(=O)Nc1snnc1C | 1 | 0
CC(C)(C)OC(=O)N1CCCC1C(=O)O (centres undefined) | -4 | -18
COc1ccccc1-n1cnc(N)c1C(C)=O | -2 | -9
Cc1nc2ccc(NC(=S)NC(C)C)cc2nc1C | -15 | 3
CCOC(=O)c1cnn(-c2ccc(C(C)C)cc2)c1NC(=O)C1CCC1 | ? | -2

New compounds follow.
mol | esBAF inh | RAD54 inh
COc1cc(/C=N/NC(N)=S)ccc1OCC(=O)Nc1ccc(C)cc1 | -3 | -7
CCn1c(=O)c(C(C)=O)nc2ccccc21 | -1 | -3
Cc1c(NC(=O)Nc2ccc(Cl)cc2)c(=O)n(-c2ccccc2)n1C | 0 | -2
COc1ccc(Nc2ncc(C(=O)O)c3ccccc23)cc1 | 16 | 2
CCCN1C(=O)SC(CC(=O)Nc2cccc3ccccc23)C1=O (centres undefined) | -4 | -14
Cc1ncc2c(c1OC(=O)c1ccc([N+](=O)[O-])cc1)COC(C)(C)OC2 | -7 | 0
Cc1ccc(C)c(NC(=O)Cn2nc(C(F)(F)F)cc2C2CC2)c1 | -5 | 5
Cc1ccc(SCc2[nH]nc3c2C(c2ccco2)C(C#N)=C(N)O3)cc1 (centres undefined) | -7 | 10

The results go on:
mol | esBAF inh | RAD54 inh
COC(=O)C1=C(C)N(C)C(C)=C(C(=O)OC)C1c1ccccn1 | 9 | -4
CCOc1ccc(-c2n[nH]c(C)c2Oc2ccc(OC)cc2)c(O)c1 | 10 | 2
Cc1ccc(N2CC(C(=O)Nc3ccc(N(C)C)cc3)CC2=O)cc1C (centres undefined) | 7 | -12
O=C(Cc1ccccc1)N/N=C/c1cc(Br)c(Br)o1 | 6 | -1
Oc1ccc(Br)cc1CNn1cnnc1 | 3 | -2
Cc1c(C)n(CC(O)CN2CCCCCC2)c2ccccc12 (centres undefined) | 2 | -8
C=CCn1c(SCC(=O)c2c(N)n(C)c(=O)n(C)c2=O)nc2sc(CC)cc2c1=O | -3 | -3
COC(=O)c1cc(NC(=O)CC2NC3CCCCC3NC2=O)cc(C(=O)OC)c1 (centres undefined) | -5 | 9

Further entries.
mol | esBAF inh | RAD54 inh
Cc1ccc2nc(SCc3ccc([N+](=O)[O-])cc3)nc(C)c2c1 | -7 | 5
CC1(C)CC(NC(=O)CC(c2ccccc2)c2ccccc2)CC(C)(C)N1 | -4 | 18
Cc1nnc(C)n1/N=C/c1cccs1 | -7 | 13
CC(C)(C)c1ccc(C(=O)c2c[nH]c(C(=O)NCc3cccs3)c2)cc1 | 11 | -6
CCOC(=O)c1c(N)sc2c(OC)c(Br)ccc12 | 14 | 2
CCCC(=O)c1c[nH]c(C(=O)NCCc2ccccn2)c1 | 26 | 11
N#Cc1c(NC(=O)CSc2nnnn2C2CCCCC2)sc2c1CCCC2 | 1 | -10
C[C@@]12CC(=O)NC1N(C(=O)c1cccc(C(F)(F)F)c1)C(c1ccccc1O)C2 (some centres undefined) | 5 | 4

(list continues)
mol | esBAF inh | RAD54 inh
CC(C)[C@@H](C(=O)OCC(=O)Nc1ccc2c(c1)OCO2)N1C(=O)c2ccccc2C1=O | 0 | 2
O=C(Nc1cccc(-c2cn3ccsc3n2)c1)c1ccccc1 | 20 | 6
O=C1CCCc2nc(NCc3ccco3)ncc21 | 8 | 4
CC(C)N(Cc1nc(-c2ccc(Cl)cc2)no1)C(=O)c1cccs1 | 3 | -2
Cc1ccc(S(=O)(=O)NCc2ccco2)cc1C | -4 | -16
C=CCn1c(COc2ccc(F)cc2)nnc1SCC(=O)NC(=O)NCc1ccco1 | 0 | -2
CCCCN1C(=O)CC(N2CCOCC2)C1=O (centres undefined) | -7 | -1
O=S1(=O)CC(O)C(NCc2cccnc2)C1 (centres undefined) | -2 | -1

Later entries
mol | esBAF inh | RAD54 inh
O=C(NCC1CCCCC1)C1CCN(C(=O)NC2CCCCC2)CC1 | -2 | 8
Cc1ccc(S(=O)(=O)N(CCC#N)CCN2CCCC2)cc1 | -6 | 4
Cn1cnnc1SCc1ccc(C(=O)n2ncc(C#N)c2N)cc1 | 1 | -3
COc1ccc(OC)c(S(=O)(=O)NC(C)(C)C)c1 | -1 | -10
COc1ccc(C(=O)n2nc(C)cc2C)cc1Br | 2 | -8
O=C(COC(=O)CCc1ccccc1)Nc1cc([N+](=O)[O-])ccc1F | -2 | -4
O=C(NCC(=O)N(c1ccccc1)C(C(=O)NC1CCCCC1)c1ccncc1)c1ccco1 (centres undefined) | -9 | -2
O=C(CCCOc1ccccc1)Nc1ccc2c(c1)OCCO2 | 4 | 3

(further entries)
mol | esBAF inh | RAD54 inh
CCN(CCCNC(=O)CCn1c(=O)[nH]c2ccccc2c1=O)c1cccc(C)c1 | 0 | 8
COc1ccc2c(c1)c1nnc(SCC(=O)N3CCCCC3C)nc1n2C (centres undefined) | 5 | -13
Cc1ccc(NC2SC(=O)N(CC(=O)O)C2=O)cc1 (centres undefined) | 6 | 1
O=C(NCCN1CCCC1)c1ccc(Cn2c(=S)[nH]c3cc4c(cc3c2=O)OCO4)cc1 | 4 | 8
Cc1cc(Nc2ccccc2)nn1C(=O)c1ccccc1 | -7 | 4
C1CCC(CNc2c3c(nc4nnnn24)CCCC3)CC1 | -5 | 0
COc1ccc(C(C(=O)NC2CCCC2)N(C(=O)c2ccoc2C)c2ccc(C)cc2)cc1 (centres undefined) | -6 | -2
S=c1[nH]cc(-c2ccccc2)n1-c1ccccc1 | -1 | -9

(continued)
mol | esBAF inh | RAD54 inh
COc1ccccc1NC(=O)CN1CCC(n2nnc3cc(F)ccc32)CC1 | 1 | 6
CCNC(=O)N1C(=O)C2(OCCO2)c2cc(Br)ccc21 | -4 | 7
N=c1ccn(Cc2ccc(Cl)c(Cl)c2)cc1 | 11 | -3
CN(C)N1C(N)=C(C#N)C(c2cccnc2)C2=C1CC(C)(C)CC2=O (centres undefined) | -3 | 5
COc1ccc(C)cc1S(=O)(=O)NC1CCCC1 | -10 | -4
COc1ccccc1-c1nc(-c2ccncc2)no1 | 5 | 4
CCCC1CCc2c(sc(NC(=O)c3cccs3)c2C(N)=O)C1 (centres undefined) | ? | -8
CC(C)CN1CCC(C(=O)NCC2CCCO2)CC1 (centres undefined) | -4 | -7

Next results.
mol | esBAF inh | RAD54 inh
CC(C)(C)C(=O)NC1CCN(S(=O)(=O)c2cccc(C(F)(F)F)c2)CC1 | 4 | -1
N#Cc1c(/N=C/c2ccccc2)oc(-c2ccccc2)c1-c1ccccc1 | -4 | 0
CC(=O)c1ccc(Nc2nc(=O)c3cccnc3s2)cc1 | 20 | 12
NC(=O)C(c1ncc(C(F)(F)F)cc1Cl)c1c(Cl)cccc1Cl (centres undefined) | -1 | 3
COC(=O)c1ccccc1COn1c(=O)c[n+]([O-])c2ccccc21 | -2 | 3
Cc1cnc(C(=O)Nc2ccc(C(=O)N3CCCCC3)cc2)cn1 | -5 | -1
CCOc1ccc(-c2nnc(N3CCCCC3)c3ccccc23)cc1 | 13 | -7
O=C(c1cccc(Cl)c1)N1CCN(Cc2ccncc2)CC1 | 3 | 7

Later entries:
mol | esBAF inh | RAD54 inh
COc1ccc2c(c1)Cc1sc(NC(=O)c3cccs3)nc1-2 | 83* | -5
Cc1[nH]c2ccccc2c1C(=O)/C=C/c1ccccc1 | 84* | 5
O=C(CSC1=NCCS1)Nc1nc2ccccc2s1 | 36 | -6
CC1CCCC(C)N1CCCNC(=O)Cn1ncc2c3ccccc3n(C)c2c1=O (centres undefined) | 4 | -2
CCc1cc(C(=O)Cc2nc3ccccc3[nH]2)c(O)cc1O | 47* | -1
CCOc1ccc(NC(=O)Nc2cc(C)on2)cc1 | ? | -4
CCCCCc1c(C)c(C#N)c2nc3ccccc3n2c1-n1ccnc1C | -1 | 0
Nc1nc(SCc2c(F)cccc2Cl)[nH]c(=O)c1-c1ccccc1 | 11 | 9

Carrying on.
mol | esBAF inh | RAD54 inh
CN(C)Cc1cn(CCC(=O)O)c2ccccc12 | -3 | -4
CC(=O)Nc1ccc(Oc2cc(C#N)c(C#N)cc2N2CCCCCC2)cc1 | 5 | 2
CC1CCN(Cc2nc3c(c(=O)n(C)c(=O)n3C)n2CCCc2ccccc2)CC1 | 5 | -2
CCOC(=O)C1CCN(C(=O)c2cccc(NC(=O)C(CC)CC)c2)CC1 | 5 | 9
